Tb PFK inh: qHTS Assay to Find Inhibitors of T. brucei phosphofructokinase | AID 485367, 2010 | Potency, µM (highest dose often 57.5 µM), inactives show at the highest dose activity, negative = inhibition, hits mostly inhibitors | 330,000 compounds, 0.17% hits | T. brucei PFK, ADP-Glo luminescence | ATP-dependent 6-phosphofructokinase (Trypanosoma brucei brucei), O15648;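 also: potency is read from the fitted curve at half-maximal effect; 0% = uninhibited 1x PFK enzyme wells and -100% = no-enzyme wells; nearly all actives have a fitted effect of over 60% in size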
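ADP-Glo luminescence quantified ADP after 45 min at room temperature, with 1.25 nM T. brucei PFK, 0.1 mM ATP and 0.5 mM fructose-6-phosphate in pH 8.0 TEA buffer. qHTS titrations up to 57 µM; curves classified by quality.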
hERG WT inh: qHTS for Inhibitors of KCHN2 3.1: Wildtype qHTS | Voltage-gated inwardly rectifying potassium channel KCNH2 (Homo sapiens), Q12809 | U2OS, BacMam KCNH2, thallium flux FluxOr; hits give low values | activity change, % at 1.84 µM | 340,000 compounds, 0.37% hits | AID 720551, 2013;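 active = maximum activity change below -70%; inconclusive = maximum activity change between -70% and -50%; inactive = maximum activity change above -50%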; also: % is scaled to controls: 0 for no effect and ±100 for the full control effect
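U2OS cells transduced with wild-type KCNH2 virus are loaded with FluxOr dye for 45 min, and thallium flux is measured in kinetic reads before and after stimulation buffer. Rate constants are normalized to DMSO controls.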
Giardia killer: Small Molecules that selectively kill Giardia lamblia: qHTS. activity change, % at 7.66 µM, hits read low. 340,000 compounds, 0.15% hits. Giardia lamblia trophozoite viability. AID 540267, 2011; in the data active = activity change below about -80%; inconclusive = between about -30% and that limit;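 also: parasites exposed to compound for two days anaerobically before the ATP read; % is scaled to controls: 0 for no effect and ±100 for the full control effect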
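Anaerobic 48 hrs incubation at 37 deg C of 100 trophozoites/well with test compounds; ATPLite 1-Step luminescence, 15-30 min RT, reports cellular ATP as viability.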
Coupling enz: qHTS Assay for Inhibitors of Fructose-1,6-bisphosphate Aldolase from Giardia Lamblia: Coupling assay counterscreen; coupling enzyme system counterscreen, AmpLite Red fluorescence; activity change, negative = inhibition, % at 58.2 µM, hits read low; 290,000 compounds, 0.67% hits; AID 2472, 2010; in the data active = activity change below about -30%; also: % is scaled to controls: 0 for no effect and ±100 for the full control effect
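Coupling enzymes only (glyceraldehyde-3-phosphate) + compound, at 57.5 uM final, 10 min RT; add substrate/coupling/AmpLite Red mix, 20 min RT; fluorescence ex 525/em 598 nm. Actives flag coupling-system interference.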
GALK inh: qHTS Assay for Inhibitors of Human Galactokinase (GALK) | Purified GALK, Kinase-Glo residual ATP luminescence | Potency, µM (series often up to 57.5 µM), for the others: top-dose activity change, negative = inhibition, most hits filed as inhibitors | 270,000 compounds, 0.007% hits | AID 1868, 2009; also: potency is read from the fitted curve at half-maximal effect; % is scaled to controls: 0 for no effect and ±100 for the full control effect
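Quantitative HTS: GALK 5 nM, ATP 35 uM, galactose 100 uM, 1 h room temperature, then luciferase-based ATP detection.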
BCR signal inh: qHTS Assay to Find Inhibitors of Chronic Active B-Cell Receptor Signaling; 340,000 compounds, 0.05% hits; Potency, µM (highest dose often 46.1 µM), for inactives: at the top dose ratio change, negative = lower green/red ratio, most hits filed as inhibitors; ABC-DLBCL IkBa-CBG/CBR reporter, luminescence ratio, 4 h; active = well fitted inhibition curve with a large enough effect in the signal ratio, with a control signal flat, not every such curve was filed as active; inconclusive = small, poorly fitted or top-dose-only effect, or effect the other way, or a change in a side signal; the % refers to the signal ratio;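 also: potency is read from the fitted curve at half-maximal effect; plate controls were basal doxycycline-induced cells for no effect and cells given 10 µM MG132 for full effect; MG132 reads +100%, hits lower the ratio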
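Concentration-response series (up to 46 uM) were applied to TMD8 dual-reporter cells for 4 h at 37C with doxycycline. Green/red ratio, after filter-overlap correction, defined %Activity; red signal alone was normalised to basal cells and zero luminescence.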
MLL CXXC-DNA inh: qHTS Fluorescence Polarization Assay for Inhibitors of MLL CXXC domain - DNA interaction. Histone-lysine N-methyltransferase 2A (Homo sapiens), Q03164. MLL-CXXC / FITC-HOXA9 DNA fluorescence polarization. Potency, µM (titrated, usually from 115 µM), for inactives: top-dose activity change, negative = inhibition, most hits filed as inhibitors. 290,000 compounds, 0.037% hits. AID 2662, 2010; active = well fitted inhibition curve with a large enough effect in the polarisation, with a control signal flat, not every such curve was filed as active; inconclusive = small, poorly fitted or top-dose-only effect, or effect the other way, or a change in a side signal; inactive = no such curve, though single readings can be large or run the other way; the % refers to the polarisation; also: potency is read from the fitted curve at half-maximal effect
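Purified MLL-CXXC (added from a 7 uM solution) was preincubated 5 min at ambient with pinned compounds in 50 mM Tris-HCl pH 7.5, 50 mM NaCl, 1 mM DTT, 0.05% BSA. Fluorescein-labeled HOX-A9 DNA (50 nM solution) followed, 30 min, then polarization read.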
TSHR antag: Antagonists of the Thyroid Stimulating Hormone Receptor: HTS campaign; AID 504810, 2011; 330,000 compounds, 0.2% hits; TSHR-expressing cells, TSH-stimulated cAMP HTRF, 2 h; hits give low values; activity change, negative = inhibition, % at 11.5 µM;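 active = activity change below a set negative limit, meaning inhibition stronger than a set level, cut at about -70% in these data; inconclusive = activity change between two set negative limits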; also: % is scaled to controls: 0 for no effect and ±100 for the full control effect
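Antagonism was scored as loss of TSH-driven cAMP in TSHR cells, stimulated with 4nM TSH (EC80) for 2 hours at 37 deg C and detected by homogeneous HTRF competition immunoassay.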
A-T KAP1 phos: qHTS Assay for Identifying a Potential Treatment of Ataxia-Telangiectasia | AID 485349, 2010 | […] A-T fibroblasts, KAP-1 phosphorylation AlphaLISA; neocarzinostatin DNA damage 30 min before lysis | 320,000 compounds, 0.19% hits | Potency, µM (highest dose often 57.5 µM), inactives show top-dose activation, usual class: activators; also: potency is read from the fitted curve at half-maximal effect; % of control where 0% means no effect; nearly all actives have a fitted effect of over 45% in size
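hTERT-immortalized A-T patient fibroblasts ([…]), 500 cells/well in OPTI-MEM, 1% FBS, got compounds for 60 min, then NCS for 30 min at 37C. Lysates were then assayed for phospho-KAP-1 by AlphaLISA (anti-pKAP1 donor, anti-KAP1 acceptor beads), 6 hr at 25C.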
TCR activator: Activators of T cell receptors: qHTS campaign | primary human leukocytes, anti-CD3, IL-2 HTRF, 48 h | Potency, µM (titrated, usually from 9.22 µM), without a hit: at the highest dose activation of IL-2 secretion, actives largely listed as activators | 330,000 tested, under 10 active | AID 504894, 2011; also: % of control where 0% means no effect
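IL-2 release read by HTRF sandwich (Eu cryptate donor, d2 acceptor, 665 nm emission) after 48 hr exposure of primary human leukocytes to compound together with anti-CD3 beads in the absence of co-stimulatory signals.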
Starred values were filed as active, the others as inactive; ? = inconclusive; nt = no result given; [ ] = remark or other dose. Unless noted, calls follow the shape of the dose curve; as a rule, active = well fitted curve in the direction sought with a large enough effect; inconclusive = small, poorly fitted or top-dose-only effect, or another doubt; inactive = no such curve, though single readings can be large; an effect the other way counts as inactive or inconclusive. Rows are unselected. About 1.6% of those tested had a hit in this group.

SMILES	Tb PFK inh	hERG WT inh	Giardia killer	Coupling enz	GALK inh	BCR signal inh	MLL CXXC-DNA inh	TSHR antag	A-T KAP1 phos	TCR activator
COn1c(SC(C)C)nc2ccccc2c1=O	7%	-8	-14	3	0%	3%	-5%	-1	4%	5%
CN(C1CCS(=O)(=O)C1)S(=O)(=O)c1cccc2nsnc12 (stereo not drawn)	-11%	-6	-11	1	-1%	1%	0%	-1	nt	2%
CC1CC(C)(C)NC(=O)O1 (stereo not drawn)	1%	1	1	1	4%	3%	3%	-9	6%	2%
Cc1ccc(S(=O)(=O)N2CCOCC2)cc1C(=O)Nc1nc(-c2ccccn2)cs1	?	3	33[activator]	nt	nt	-1%	nt	-16	7%	-5%
CCn1cc(C(=O)NCC2CCCO2)c(=O)c2cc(S(=O)(=O)N3CCCCCC3)ccc21 (stereo not drawn)	0%	11	-5	0	-1%	2%	1%	7	1%	2%
Cc1ccc(NC(=O)C(=O)NCC2CCCO2)cc1 (stereo not drawn)	-7%	16	-18	0	-1%	?	0%	-1	nt	1%
Cc1ccc(C)c(/C=N/Nc2ccccn2)c1	0%	6	-7	0	0%	?	12%	-9	-14%	-4%
CC(=O)c1ccc2c(c1)OCCOCCOc1ccc(C(C)=O)cc1OCCOCCO2	-4%	-46	-3	6	9%	-1%	0%	-3	-4%	-6%
CCOC(=O)Nc1ccc(N2CCOCC2)c(S(=O)(=O)N2CCOCC2)c1	3%	5	-6	0	-1%	-4%	-8%	2	-2%	4%
CN(C(=O)COC(=O)c1ccc(=O)n(Cc2ccccc2)n1)C1CCS(=O)(=O)C1 (stereo not drawn)	2%	8	-9	nt	nt	-11%	nt	3	-1%	3%
O=C(COC(=O)CC1CC2CCC1C2)NCc1ccc(F)cc1 (stereo not drawn)	0%	-3	-7	nt	nt	4%	nt	9	-6%	3%
O=C(CSc1nnc(-c2ccco2)o1)c1ccc[nH]1	29%	-2	19	-2	1%	?	-5%	53	-3%	5%
CCC1CCCCN1CCCNC(=O)c1c(O)nc2c(C)cccn2c1=O (stereo not drawn)	-1%	-5	2	1	0%	-24%	-2%	-4	-7%	-1%
O=C(Nc1ccccc1)Nc1cnccn1	4%	-17	-4	2	-6%	-2%	-4%	8	5%	-4%
O=C(NCCc1ccccc1)c1nc2nc(-c3cccs3)cc(C(F)(F)F)n2n1	-2%	-7	21	5	-3%	3%	1%	-1	-3%	-4%[46.1 µM]
COC(=O)c1cc(S(=O)(=O)Nc2cc(S(=O)(=O)N(C)C)ccc2C)oc1C	-3%	0	9	1	1%	7%	-20%	-1	5%	11%
Cc1ccc(SCC(=O)N(C)CC(=O)Nc2cccc(F)c2)cc1	-11%	0	-11	nt	nt	?	nt	1	2%	8%
OC(Cn1ccnc1)c1ccc(Cl)cc1Cl (stereo not drawn)	-2%	2	2	2	4%	-1%	6%	-2	2%	-6%
Cn1c(CC2C(=O)Nc3ccc(Br)cc32)nc2ccccc2c1=O (stereo not drawn)	-13%	0	5	-5	-1%	?	-7%	-2	0%	-4%
Cc1cccc(Cn2ncc(Cl)c(Cl)c2=O)c1	-9%	-2	-5	3	2%	?	-5%	3	-8%	10%
Cc1ccnc(NC(=O)c2ccc(COc3c(F)c(F)cc(F)c3F)o2)c1	1%	1	0	2	-3%	-6%	3%	-17	?	nt
CCOC(=O)c1c(C)[nH]c(C)c1S(=O)(=O)N(C)CC(=O)Nc1cc(C)ccc1OC	1%	25	-2	nt	-4%	-7%	3%	12	2%	3%
Cc1ccc(CNC(=O)CCC(=O)Nc2nnc(C(C)C)s2)cc1	0%	-2	1	1	1%	0%	1%	-9	7%	-2%
COc1ccc(Cl)cc1C(=O)NNC(=O)C1COc2ccccc2O1 (stereo not drawn)	?	-2	-15	1	-1%	?	14%	1	1%	-1%
COc1ccc(-c2ccc(SCC(=O)N3CC(=O)Nc4ccccc43)nn2)cc1	0%	5	-10	1	-3%	-9%	-2%	-5	-2%	-7%
Other records follow.
SMILES	Tb PFK inh	hERG WT inh	Giardia killer	Coupling enz	GALK inh	BCR signal inh	MLL CXXC-DNA inh	TSHR antag	A-T KAP1 phos	TCR activator
Cc1nnc(Nc2ccc(F)cc2)c2ccccc12	3%	6	-10	1	1%	-13%	8%	-2	6%	nt
O=C1OCCN1C(=O)[C@H]1[C@H](c2ccc(F)cc2)C(c2ccccc2)=NN1c1ccccc1	-1%	-5	-13	-6	nt	4%	nt	28	20%	5%[46.1 µM]
COc1ccc(NC(=O)Nc2ccc(Cc3ccncc3)cc2)c(OC)c1	-13%	-7	1	1	nt	1%	-8%	4	0%	0%[46.1 µM]
COc1ncccc1C(=O)N1CCCC(N2CCN(c3cccc(Cl)c3)CC2)C1 (stereo not drawn)	7%	3	-11	nt	0%	-2%	-14%	5	5%	-2%
N#Cc1nc(-c2ccc(Cl)cc2)oc1NCc1ccco1	-6%	0	17	0	-4%	?	7%	-10	2%	1%
Clc1ccc(-c2csc(N3CCc4ccccc4C3)n2)cc1	3%	-3	16	0	1%	?	-6%	-11	13%	0%
C=CCOc1ccccc1/C=N/n1nnnc1N	-4%	-5	14	1	-2%	0%	-11%	-9	19%	-4%
CCc1ccc(NC(=O)CCS(=O)(=O)c2ccc(Br)cc2)cc1	-12%	nt	-30	0	3%	1%	-1%	-7	3%	6%
COc1cccc(N/C(SC)=C(/C#N)C(=O)NCc2cccs2)c1	-3%	5	-23	2	-1%	?	-9%	-6	-1%	-19%
O=C(Cn1nc(-c2ccccc2)c2ccccc2c1=O)NCCO	-8%	3	-10	0	-1%	?	3%	-4	13%	-7%
Cc1ccc(NC(=O)COC(=O)C2CSC3(C)CCC(=O)N23)c(C)c1 (stereo not drawn)	0%	1	31[activator]	nt	nt	0%	nt	2	4%	-11%
Nc1nnn(CC(=O)N/N=C/C=C/c2ccccc2)n1	3%	3	0	3	1%	?	10%	-3	-2%	-1%
CS(=O)(=O)N1CCC(Oc2ccccc2C(=O)NC2CCCCCC2)CC1	-2%	2	2	-2	0%	2%	-1%	-13	5%	4%
CC(C)c1ccc(C(=O)NCCCc2ccccc2)cc1	0%	5	-4	-13	0%	20%	17%	4	-4%	nt
CCCCNC(=S)N(C)/N=C/c1ccc(OCC(=O)Nc2ccc(OC)cc2)c(OC)c1	3%	-11	28	-6	1%	0%	5%	-13	10%	-1%[46.1 µM]
Cc1ccc(-n2c(SCC(=O)N3CCOCC3)nnc2-c2ccncc2)cc1C	3%	-9	-21	0	1%	-5%	-2%	-10	-4%	3%
COc1ccc(S(=O)(=O)N2CCCCCC2)cc1NC(=O)c1ccccc1S(C)(=O)=O	-6%	17	-9	nt	nt	-7%	nt	8	2%	-2%
CCOc1ccc(C(=O)N[C@H](C(=O)NNC(=O)c2cccs2)C(C)C)cc1	-6%	37	-7	nt	nt	0%	nt	-6	4%	-1%[46.1 µM]
CCOC(=O)c1[nH]c(C)c(C(=O)O)c1C	0%	nt	nt	0	1%	-14%	24%	14	1%	nt
CC(=O)c1cc(C)ccc1OC(=O)c1cccc2nc(C)oc12	5%	32	-3	0	1%	-17%	6%	-8	10%	10%
Cc1cccc(COCC(Cc2ccccc2)N2CCN(C(=O)c3cccc(Cl)c3)CCC2=O)c1 (stereo not drawn)	0%	nt	4	0	nt	-1%	-5%	8	5%	-2%
CCc1cc(C(=O)Nc2cc(S(=O)(=O)N(CC)CC)ccc2N2CCN(C)CC2)sc1C	?	-2	-14	nt	nt	1%	nt	13	4%	-5%
CC(=O)c1cnn(-c2nc3c(C)cccc3s2)c1C	1%	14	-3	4	-2%	8%	8%	4	4%	-1%
O=C(O)CC1S/C(=N\N=C2CCCCCCC2)N(c2ccccc2)C1=O (stereo not drawn)	0%	-8	-4	8	14%	5%	3%	-1	-1%	-3%
O=C(NOC(=O)c1ccccc1Cl)c1cccs1	-1%	-5	-7	2	0%	19%	18%	4	1%	0%
Cc1[nH]c2ccccc2c1/C=N/NC(=O)CNC(=O)c1ccc2c(c1)OCCO2	-3%	2	-8	-10	nt	-4%	-2%	-5	-14%	-1%
